Granule exo inh: lytic granule exocytosis inhibition. TALL-104 LAMP-1 surface exposure, flow cytometry; cells stimulated with thapsigargin and PMA. inhibition, % at 10 µM. 360,000 compounds, 0.66% hits;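 active means inhibition above about 55%, limit read from the data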
NR2E3 ag-1: NR2E3 (human) agonism. AID 2300. inhibition of corepressor binding, % at 4.78 µM. 320,000 compounds, 0.12% hits. GST-NR2E3/biotin-RetCOR TR-FRET, 1536-well;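 active means percent inhibition above the cutoff of mean plus 3 SD of all tested compounds, set per screening campaign, cut at about 20% in these data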;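 further: 0% = DMSO wells and 100% = biotin wells as full block of FRET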
Target sequence (Q9Y5X4 whole entry, looked up): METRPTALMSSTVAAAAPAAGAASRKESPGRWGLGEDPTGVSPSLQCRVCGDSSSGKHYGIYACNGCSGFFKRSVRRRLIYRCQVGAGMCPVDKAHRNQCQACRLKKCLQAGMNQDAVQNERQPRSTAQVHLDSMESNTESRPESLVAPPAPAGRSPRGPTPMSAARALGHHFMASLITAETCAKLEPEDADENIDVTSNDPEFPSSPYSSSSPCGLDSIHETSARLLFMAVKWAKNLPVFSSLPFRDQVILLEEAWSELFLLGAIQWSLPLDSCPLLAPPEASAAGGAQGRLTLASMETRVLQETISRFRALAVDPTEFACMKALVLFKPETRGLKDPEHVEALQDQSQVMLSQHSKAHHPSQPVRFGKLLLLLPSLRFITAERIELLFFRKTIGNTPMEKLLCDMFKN
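Material: NR2E3–RetCOR corepressor complex | Quantity: 1.35 nM GST-tagged NR2E3 final | Schedule: 5 h at 4 °C | Replication: Singlicate compound wells | Reagent: RetCOR corepressor, biotinylated, 7 nM | Controls: Biotin wells as high control, 0.6% DMSO wells as low control | Signal: TR-FRET, Eu(K)-anti-GST donor, streptavidin-D2 acceptor, ex 340, em 617/671 nm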
Peg3 promoter: reduces Peg3 promoter-driven luciferase expression in HeLa; inhibition, % at 20 µM; HeLa PEG-Prom luciferase reporter, luminescence, overnight; AID 588405; 360,000 compounds, 1.7% hits;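 active means inhibition of at least 50% at 20 µM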
hiPSC survival: hiPSC single-cell survival enhancement; ATPlite luminescence; 100% = ROCK inhibitor wells, 0% = DMSO; 360,000 compounds, 0.044% hits; survival enhancement, % at 20 µM; in the data active means survival enhancement above about 18%;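 further: cells exposed to compounds for 16 hours before the ATP read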
PDI turbidity: PDI (human) enzyme inhibition; P07237; PDI insulin aggregation turbidity, A650, 90 min; inhibition, % at 10 µM; 350,000 compounds, 0.052% hits;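 active means mean inhibition across replicates of 30% or more, whatever share of single replicates reach that level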;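 further: absorbance from insulin aggregation driven by PDI reduction with DTT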
Target sequence (P07237 whole entry, looked up): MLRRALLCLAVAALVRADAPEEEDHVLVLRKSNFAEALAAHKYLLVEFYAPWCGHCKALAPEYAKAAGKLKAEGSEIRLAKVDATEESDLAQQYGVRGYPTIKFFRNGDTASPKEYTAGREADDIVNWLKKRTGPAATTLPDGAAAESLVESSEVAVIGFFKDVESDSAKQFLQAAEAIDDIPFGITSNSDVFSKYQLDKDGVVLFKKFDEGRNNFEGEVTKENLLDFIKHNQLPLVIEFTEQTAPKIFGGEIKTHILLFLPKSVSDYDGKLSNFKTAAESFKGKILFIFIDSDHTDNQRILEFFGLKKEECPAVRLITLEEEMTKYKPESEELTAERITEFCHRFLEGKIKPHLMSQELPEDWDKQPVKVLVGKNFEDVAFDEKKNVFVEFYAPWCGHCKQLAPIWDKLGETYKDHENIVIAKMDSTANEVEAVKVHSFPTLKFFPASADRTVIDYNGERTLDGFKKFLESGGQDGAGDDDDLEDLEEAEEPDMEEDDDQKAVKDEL
NR2E3 ag-2: activates human NR2E3 receptor | inhibition of corepressor binding, % at 3.98 µM | CHO-S Gal4-NCOR/VP16-NR2E3 two-hybrid, luciferase | AID 602229 | 360,000 compounds, 0.35% hits;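 active means inhibition above the mean of all tested compounds plus 3 SD, cut at about 70% in these data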;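 further: 0% = DMSO with NR2E3 transfected cells and 100% = cells lacking NR2E3 construct; higher means lower luciferase signal from less NR2E3 corepressor binding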
Vif inh: HIV Vif inhibition. HEK293T cells, Vif self-association by quenched fluorescence, imaging, 24 h. inhibition, % at 7.49 µM. 340,000 compounds, 0.35% hits. AID 602346; in the data active means inhibition above about 50%, passing the limit was not always enough; further: some results filed as inactive read as strong as hits
aDG glyco up: alpha-DG glycosylation activation | Pro5-aDG cells, alpha-DG glycosylation AlphaScreen (IIH6); 0% Pro5, 100% B10-LARGE cell signal | activation, % at 10 µM | 360,000 compounds, 0.22% hits | AID 624168;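 active means activation of at least 8% versus controls, or a plate z-score of at least 8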;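 further: Pro5 are CHO cells carrying HIG-tagged alpha-DG that lacks glycosylation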
HIF-2a inh: inhibitors of HIF-2a; 786-0 RCC cells HIF-2a reporter, luciferase luminescence, overnight; AID 624352; 360,000 compounds, 0.72% hits; inhibition, % at 18.8 µM;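 active means inhibition of the luminescence signal of 40% or more relative to plate controls, in a single-dose primary screen at 18.75 µM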
CaV13 ICDI inh: Disruptors of the CACNA1D IQ motif to Ca2+-dependent inactivation inhibitor domain association, primary screening, Förster resonance energy transfer in intact living …. 340,000 compounds, 0.098% hits. inhibition, % at 12.3 µM. AID 743397. HEK cells, CFP/YFP FRET ICDI-IQ, plate reader, 10 min; percent FRET-ratio fall versus neutral wells;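 active means mean replicate inhibition of at least 30% and at least 1% of replicates passing that level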;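 further: 0% = median of the neutral control wells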
TRPM1 prom inh: MITF TRPM1 promoter inhibition in SK-MEL-5 cells; AID 488899; 330,000 compounds, 0.83% hits; inhibition, % at 12.5 µM; SK-MEL-5 TRPM1 promoter luciferase, 24 h;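 active means mean inhibition across replicates of 60% or more, whatever share of single replicates reaches that level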; further: values of inactives mirror those of a sister screen read the other way
* hit, by the source's call; x = no result given.

(1) CCn1c(SCC(=O)Nc2sc3c(c2C#N)CCC(C(C)(C)C)C3)nnc1-c1ccco1 (stereo unspecified)
(2) COc1ccc(-c2nn(-c3ccccc3)cc2/C=C(/C#N)C(N)=O)cc1[N+](=O)[O-]
(3) O=C(O)c1ccccc1N/N=C\c1ccnc2ccccc12
(4) COCc1cc(C)nc(OCC(=O)N/N=C/c2ccc(C)o2)c1C#N
(5) Cc1ccccc1CC1(CO)CCCN(Cc2ccc(C#CC(C)(C)O)cc2)C1 (stereo unspecified)
(6) CCCCOC(=O)Cn1cnc2ccc(Br)cc2c1=O
(7) Cc1nn(C)c(Cl)c1S(=O)(=O)N[C@@H](c1ccccc1)[C@]1(C)C[C@H]1[C@@H](C)C(=O)Nc1ccc2ccccc2c1
(8) CSCC[C@H](NC(=O)[C@@H]1Cc2ccccc2CN1)C(=O)NC1CCCC1
(9) CCNc1oc(COc2ccccc2F)nc1C#N
(10) COc1cc(SC)ccc1C(=O)Nc1ccc(C)cc1
screen / no.	1	2	3	4	5	6	7	8	9	10
PDI turbidity	12	5	-4	-1	-1	-3	11	-9	-2	-2
Granule exo inh	-1	-1	7	0	3	-4	-4	1	0	2
NR2E3 ag-1	3	0	2	-2	-4	0	4	-3	1	0
NR2E3 ag-2	0	-34	-128	-8	8	-8	26	-6	-50	-146
Peg3 promoter	-3	-10	-8	1	16	10	22	-4	-100	-250
hiPSC survival	-1.2	-1.1	-2.0	-1.1	-0.7	0.3	1.1	-0.4	3.4	-0.5
aDG glyco up	0.0	-0.3	-0.2	0.2	1.7	0.3	1.0	-0.1	0.1	0.1
CaV13 ICDI inh	-4	-17	-9	-6	-4	-6	-9	-14	x	-4
Vif inh	5	-22	x	x	-4	7	-5	-2	x	-11
HIF-2a inh	23	5	17	19	12	1	6	16	-130	-230
TRPM1 prom inh	7	-14	14	10	-1	-7	13	6	-14	-16

Compound profiles (already shown):
CSCC[C@H](NC(=O)[C@@H]1Cc2ccccc2CN1)C(=O)NC1CCCC1 across the screens: PDI turbidity = -9; Granule exo inh = 1; NR2E3 ag-1 = -3; NR2E3 ag-2 = -6; Peg3 promoter = -4; hiPSC survival = -0.4; aDG glyco up = -0.1; CaV13 ICDI inh = -14; Vif inh = -2; HIF-2a inh = 16; TRPM1 prom inh = 6
Cc1ccccc1CC1(CO)CCCN(Cc2ccc(C#CC(C)(C)O)cc2)C1 (stereo unspecified) across the screens: PDI turbidity = -1; Granule exo inh = 3; NR2E3 ag-1 = -4; NR2E3 ag-2 = 8; Peg3 promoter = 16; hiPSC survival = -0.7; aDG glyco up = 1.7; CaV13 ICDI inh = -4; Vif inh = -4; HIF-2a inh = 12; TRPM1 prom inh = -1

The list goes on.
(11) CN(Cc1ccc(OC(F)F)cc1)C(=O)c1cccc(S(=O)(=O)N2CCN(c3ccccc3)CC2)c1
(12) COc1ccc(-n2nc(C(=O)NCC(=O)NCCCN3CCN(C)CC3)c3ccccc3c2=O)cc1
(13) CCCOc1ccc(-c2c(C(=O)N/N=C/c3ccccc3)nnn2-c2nonc2N)cc1
(14) Brc1ccccc1-c1nnc(COc2ncnc3ccccc23)o1
(15) CCCCn1c(C23CC4CC(CC(C4)C2)C3)n[nH]c1=S
(16) COCCn1nnnc1C(C(C)C)N1CCCC(C)C1 (stereo unspecified)
(17) C/C(=N\NC(=O)c1ccc(Cl)cc1)c1ccc2[nH]ccc2c1
(18) O=c1c2c(nc3cc(-c4ccccc4Cl)[nH]n13)CCS2
(19) O=C(CC1C(=O)NCCN1Cc1ccccc1)NC1CCCCC1 (stereo unspecified)
(20) CC(=O)/C(N)=N/Nc1cccc(Cl)c1
screen / no.	11	12	13	14	15	16	17	18	19	20
PDI turbidity	7	6	-6	-1	-3	1	2	-3	-1	-11
Granule exo inh	-4	2	25	2	-16	-4	8	0	-10	-3
NR2E3 ag-1	x	1	-1	0	0	2	1	0	x	-5
NR2E3 ag-2	83*	-29	10	0	-18	-11	-66	-178	-1	24
Peg3 promoter	25	4	21	-13	14	16	-47	-203	1	-12
hiPSC survival	-1.1	-0.1	1.0	0.6	-0.4	0.8	0.4	-1.0	-2.2	-2.4
aDG glyco up	2.3	-0.1	-0.1	0.1	0.1	-0.5	-0.1	0.0	0.2	-0.2
CaV13 ICDI inh	-7	-19	0	-5	-20	-4	-3	-3	-4	-3
Vif inh	-40	21	12	-7	-3	-10	-3	4	24	-2
HIF-2a inh	14	3	15	-35	21	3	-39	-144	8	15
TRPM1 prom inh	43	-5	4	-8	-3	-3	9	-73	x	3

Reprinted from the part before: 2 compounds, followed by the next part.
(19) O=C(CC1C(=O)NCCN1Cc1ccccc1)NC1CCCCC1 (stereo unspecified)
(20) CC(=O)/C(N)=N/Nc1cccc(Cl)c1
(21) COc1ccc(OC)c(NC(=O)Nc2nc(C(N)c3ccccc3Cl)cs2)c1 (stereo unspecified)
(22) CC1(CCc2ccccc2)NC(=O)N(CC(=O)Nc2ccc3c(c2)OCCO3)C1=O (stereo unspecified)
(23) NC(=O)COc1ccc(Nc2nnc(-c3ccc(O)cc3)c3ccccc23)cc1
(24) CCCCn1c(N)c(N(Cc2ccccc2OC)C(=O)c2ccc(N3CCCC3=O)cc2)c(=O)[nH]c1=O
(25) O=C(NCC(c1ccc(F)cc1)N1CCOCC1)c1cc(F)c(F)c(F)c1F (stereo unspecified)
(26) CCN1CCN(Cc2c(OC)ccc3ccccc23)CC1
(27) CC1C(c2ccccc2)N(C)CCC12NC(=O)NC2=O (stereo unspecified)
(28) COCCN(CC(=O)NCC1CCCO1)C(=O)CCC(=O)Nc1cc(C)ccn1 (stereo unspecified)
(29) Cc1cc(C)n2nc(C(=O)Nc3cc(S(=O)(=O)N4CCCCC4)ccc3C)nc2n1
(30) O=C(CCCc1ccccc1)Nc1ccnn1C1CCN(Cc2ccc(Cl)cc2)CC1
screen / no.	19	20	21	22	23	24	25	26	27	28	29	30
PDI turbidity	-1	-11	3	5	4	1	4	0	15	-3	-11	-7
Granule exo inh	-10	-3	-2	-2	-3	-4	-7	4	-1	-3	-6	3
NR2E3 ag-1	x	-5	x	-1	0	-4	0	0	2	1	x	0
NR2E3 ag-2	-1	24	-12	-15	14	-25	-20	-23	5	-15	10	-3
Peg3 promoter	1	-12	4	12	-3	-1	-8	5	-2	16	0	12
hiPSC survival	-2.2	-2.4	3.1	2.3	-0.1	-0.5	-0.9	4.4	0.9	0.8	-0.4	-0.1
aDG glyco up	0.2	-0.2	4.1	-0.1	-0.2	0.1	2.1	-0.1	0.0	-0.1	0.0	-0.2
CaV13 ICDI inh	-4	-3	-5	-6	-5	-12	-4	-6	-3	0	-2	-2
Vif inh	24	-2	-14	11	-14	1	-3	14	2	x	-2	-10
HIF-2a inh	8	15	-19	15	15	8	21	0	20	21	5	2
TRPM1 prom inh	x	3	x	3	9	-1	1	-8	5	-1	-1	3

(31) CCOc1cccc(Oc2ccc(C(F)(F)F)cn2)c1
(32) Cc1cc(C(F)F)n2nc(C(=O)Nc3cccc(C(F)(F)F)c3)nc2n1
(33) CN(C)c1ccc(Cc2ccc(N(C)C)cc2)cc1
(34) O=C(Cn1nc(-c2ccccc2)oc1=O)OCC(=O)c1ccccc1
(35) COc1ccc(C(O)C2c3c(cc4c(c3OC)OCO4)CCN2C)c(CO)c1OC (stereo unspecified)
(36) CCOC(=O)N1CCN(CC(=O)Nc2ccc(Oc3ccccc3)cc2)CC1
(37) CNc1cc(C(F)(F)F)nc(-c2ccccn2)n1
(38) C=CCN(CC(=O)Nc1c(C)cccc1CC)C(=O)SCCC
(39) CC(=O)NS(=O)(=O)c1ccccc1
(40) c1cc[n+](CCCC[n+]2ccccc2)cc1
screen / no.	31	32	33	34	35	36	37	38	39	40
PDI turbidity	-8	1	1	-6	x	-19	-2	-1	6	14
Granule exo inh	1	-1	-10	5	-4	-1	3	2	1	0
NR2E3 ag-1	-1	0	x	x	x	3	1	3	-1	1
NR2E3 ag-2	-7	-17	-6	-5	8	-2	0	-12	-5	-9
Peg3 promoter	2	0	-10	9	13	17	7	8	-5	-2
hiPSC survival	-0.2	3.0	6.0	-1.8	-2.3	-2.8	4.7	-2.8	1.6	1.0
aDG glyco up	-0.1	0.4	-0.7	-0.1	-0.1	0.4	0.1	-0.1	-0.2	0.0
CaV13 ICDI inh	-8	x	-6	-9	x	-4	-6	-5	-5	-5
Vif inh	10	-2	-4	31	-15	-19	6	7	-1	-4
HIF-2a inh	-5	9	-36	8	4	12	14	15	-2	8
TRPM1 prom inh	5	1	x	-7	x	9	-4	-14	3	3

(41) CCOc1ccccc1OCc1nn2c(-c3ccc(C)cc3)nnc2s1
(42) COC(=O)Cc1c(O)ccn(Cc2ccc3c(c2)OCO3)c1=O
(43) COc1ccc(OC(=O)NCCc2ccccc2)cc1
(44) CCN(C(=O)c1ccc2c(c1)OCO2)C1CCS(=O)(=O)C1 (stereo unspecified)
(45) COc1ccc(/C=C2\N=C(c3c(-c4ccccc4)noc3C)OC2=O)cc1OC
(46) COCc1c(C(=O)N/N=C\c2cccnc2)nnn1-c1nonc1N
(47) COc1cccc(CNC(=O)c2cccc(NC(=O)CC3SC(N4CCCCC4)=NC3=O)c2)c1 (stereo unspecified)
screen / no.	41	42	43	44	45	46	47
PDI turbidity	-13	4	5	-1	14	11	-6
Granule exo inh	1	-2	-1	15	1	-6	-3
NR2E3 ag-1	8	3	-4	0	4	-2	-1
NR2E3 ag-2	-18	-20	-89	-1	-9	-27	7
Peg3 promoter	13	5	-274	-6	-2	11	22
hiPSC survival	0.1	0.4	0.6	-0.3	-0.6	0.6	3.9
aDG glyco up	-0.3	-0.4	0.0	0.1	-0.1	-0.2	-0.3
CaV13 ICDI inh	x	-2	-3	-8	-7	-2	-3
Vif inh	3	-1	9	-10	x	1	3
HIF-2a inh	-23	12	-262	11	8	10	-8
TRPM1 prom inh	-4	-9	-51	-8	8	2	27

Screens from PubChem.
